Bioassay records: PubChem BioAssay, Johns Hopkins Ion Channel Center
CHT inh – inhibitors of human choline transporter CHT; CHT-expressing cells, membrane potential dye, choline response; active compounds read low; B-score at 10 µM; hit rate 0.86% among 310,000;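 active = B-score over 3 SD under the library average, and starting fluorescence ratio not unusually high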;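 note: choline stimulus applied at its EC90 after an EC20 pre-addition; B-score computed on integrated fluorescence ratio after choline addition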
Target sequence (Q9GZV3 whole entry, looked up): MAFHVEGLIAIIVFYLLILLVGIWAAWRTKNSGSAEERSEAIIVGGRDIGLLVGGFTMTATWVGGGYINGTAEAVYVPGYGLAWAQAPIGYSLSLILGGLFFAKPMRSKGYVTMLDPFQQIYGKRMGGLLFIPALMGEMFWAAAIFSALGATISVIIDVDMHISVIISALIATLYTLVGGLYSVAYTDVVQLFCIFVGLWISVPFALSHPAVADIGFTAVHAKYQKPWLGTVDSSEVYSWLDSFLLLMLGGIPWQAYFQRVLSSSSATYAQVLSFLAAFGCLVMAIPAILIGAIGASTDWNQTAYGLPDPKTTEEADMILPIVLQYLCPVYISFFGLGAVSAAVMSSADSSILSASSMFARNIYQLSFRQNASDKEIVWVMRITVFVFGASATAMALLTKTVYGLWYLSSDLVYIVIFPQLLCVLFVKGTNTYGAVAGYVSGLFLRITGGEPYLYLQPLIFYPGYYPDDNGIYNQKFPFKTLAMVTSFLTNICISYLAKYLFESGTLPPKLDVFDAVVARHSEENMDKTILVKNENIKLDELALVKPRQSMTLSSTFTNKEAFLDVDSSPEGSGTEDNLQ
KCNQ2 block – KCNQ2 potassium channel inhibitors, primary screen, cell-based, CHO-K1, FluxOR thallium flux, B-score (AID 2156); Potassium voltage-gated channel subfamily KQT member 2 (Rattus norvegicus), O88943; 20 min; active compounds read low; B-score at 10 µM; hit rate 1.1% among 310,000;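 active = fluorescence ratio B-score at most minus 3 library SDs, with starting brightness B-score within 2 library SDs, cut at about -5.5 in these data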
* hit, by the source's call.

Screening O=C1N(c2ccccc2)C[C@@H]2C[C@@H](c3cc4ccccc4o3)N3CCC[C@@]123 returned KCNQ2 block inactive.
For NC(=O)C1CCN(C(=O)NC(=O)c2ccccc2)CC1 the results were CHT inh inactive and KCNQ2 block inactive.
`CC1=CC(C)(C)NC(=S)N1c1ccc2ccccc2c1` gave CHT inh inactive and KCNQ2 block inactive.
S=c1[nH]nc(-c2cccs2)n1Cc1ccccc1 was read as CHT inh inactive and KCNQ2 block inactive.
Screening COc1ccc(CNC(=O)CCSCc2cccc(Cl)c2)cc1 returned CHT inh inactive and KCNQ2 block inactive.
`CCCCNC(=O)c1cc2c(=O)n3cccc(C)c3nc2n(Cc2ccncc2)c1=N` gave CHT inh inactive and KCNQ2 block inactive.
Screening C=CCc1cccc(/C=N/c2nc3ccccc3n2CC)c1O returned CHT inh inactive and KCNQ2 block inactive.
COCc1nnc(NC(=O)CCc2ccccc2)s1 was read as CHT inh inactive and KCNQ2 block inactive.
O=c1oc2ccccc2c(N2CCCCC2)c1CN1CCCCC1 was read as CHT inh inactive and KCNQ2 block inactive.
Screening NC1=NC(=Nc2ccc(S(N)(=O)=O)cc2)c2ccccc21 returned CHT inh inactive and KCNQ2 block inactive.
`O=C1CNC(=O)/C1=C/c1ccc(Br)cc1` gave CHT inh inactive and KCNQ2 block inactive.
COc1ccc(Cc2nc(-c3ccccc3)no2)cc1 was read as CHT inh inactive and KCNQ2 block inactive.
For COC(=O)c1ccccc1NC(=S)NC(=O)c1ccc2c(c1)OCO2 the results were CHT inh inactive and KCNQ2 block inactive.
CN(C(=O)/C=C/c1ccco1)c1ccccc1C(=O)O was read as CHT inh inactive and KCNQ2 block inactive.
For COc1cc(CN(C(=O)c2cc3ccccc3oc2=O)C2CCS(=O)(=O)C2)cc(OC)c1OC (configuration not stated) the results were CHT inh inactive and KCNQ2 block inactive.
Screening CCN1C(=O)CC(N2CCC(Nc3ccc(F)cc3)CC2)C1=O (configuration not stated) returned CHT inh inactive and KCNQ2 block inactive.
Screening NC(=O)c1ccc(Oc2ncc(C(F)(F)F)cc2Cl)cc1 returned CHT inh inactive and KCNQ2 block inactive.
`CCCNC(=O)Cn1cnc2sc(C(=O)Nc3cc(OC)c(OC)c(OC)c3)c(C)c2c1=O` gave CHT inh inactive and KCNQ2 block inactive.
CCOc1ccccc1NC(=O)COC(=O)CCOc1cc(C)ccc1C was read as CHT inh inactive and KCNQ2 block inactive.
`O=C(CNC(=S)N(CCCN1CCOCC1)Cc1cccs1)NCCCN1CCOCC1` gave CHT inh inactive and KCNQ2 block inactive.
For O=C(CCN1C(=O)c2ccccc2S1(=O)=O)NCc1ccc(F)cc1 the results were KCNQ2 block inactive.
Screening COc1ccccc1NC(=O)CN1CCN(CC(=O)Nc2ccc(OC)c(OC)c2)CC1 returned CHT inh inactive and KCNQ2 block inactive.
`COc1ccc(OC)c(NC(=O)CN(C)CC(=O)Nc2ccccc2Br)c1` gave CHT inh inactive and KCNQ2 block inactive.
For Cc1cc(C)c(-n2nnnc2SC(C)C)c(C)c1 the results were CHT inh inactive and KCNQ2 block inactive.
Screening CCOc1ccc(-c2cc(C(=O)O)c3ccccc3n2)cc1 returned CHT inh inactive and KCNQ2 block inactive.
Cn1c(=O)c2c(nc(Sc3ccccc3N)n2C)n(C)c1=O was read as CHT inh inactive and KCNQ2 block inactive.
`NNC(=O)c1oc2ccccc2c1-n1cccc1` gave CHT inh inactive and KCNQ2 block inactive.
`CCOC(=O)C1=C(O)/C(=C\c2cccs2)N=C1C` gave CHT inh inactive and KCNQ2 block inactive.
`Cc1cc(C)n(CC(=O)NC2CCCc3c2cnn3-c2ccc(C)c(C)c2)n1` (configuration not stated) gave CHT inh inactive and KCNQ2 block inactive.
`CCOC(=O)C1(Cc2ccccc2C)CCCN(S(=O)(=O)c2cccnc2)C1` (configuration not stated) gave CHT inh inactive and KCNQ2 block inactive.

Five records picked at random from the list so far, as already listed:
`CCOC(=O)C1(Cc2ccccc2C)CCCN(S(=O)(=O)c2cccnc2)C1` (configuration not stated) gave CHT inh inactive and KCNQ2 block inactive.
Screening CCOc1ccc(-c2cc(C(=O)O)c3ccccc3n2)cc1 returned CHT inh inactive and KCNQ2 block inactive.
Screening CCN1C(=O)CC(N2CCC(Nc3ccc(F)cc3)CC2)C1=O (configuration not stated) returned CHT inh inactive and KCNQ2 block inactive.
CCOc1ccccc1NC(=O)COC(=O)CCOc1cc(C)ccc1C was read as CHT inh inactive and KCNQ2 block inactive.
Screening NC(=O)c1ccc(Oc2ncc(C(F)(F)F)cc2Cl)cc1 returned CHT inh inactive and KCNQ2 block inactive.

The list continues:
`CCOC(=O)c1c(-c2ccccc2)oc2ccc(OC(C)=O)cc12` gave CHT inh inactive and KCNQ2 block inactive.
`COc1ccccc1N1CCN(S(=O)(=O)c2c(C)[nH]c(=O)[nH]c2=O)CC1` gave CHT inh inactive and KCNQ2 block inactive.
Screening C[C@@H]1OC(Nc2ccc(N=Nc3ccccc3)cc2)[C@H](O)[C@H](O)[C@H]1O (some centres not stated) returned CHT inh inactive and KCNQ2 block inactive.
`CC(C)(C)OC(=O)N1CC(O)CC1C(=O)OCC(=O)c1ccc(Cl)cc1` (configuration not stated) gave CHT inh inactive and KCNQ2 block inactive.
Cc1ccc(Cn2c(=S)[nH]c3ccc(N4CCOCC4)cc3c2=O)o1 was read as CHT inh inactive and KCNQ2 block inactive.
Screening COC(=O)c1cc2n(n1)CCN(Cc1ccccc1F)C2=O returned CHT inh inactive and KCNQ2 block inactive.
Screening O=C(Nc1nsc(-c2ccccc2)n1)c1ccc(F)cc1 returned CHT inh inactive and KCNQ2 block inactive.
For COc1cccc(NC(=O)CN(C)C(=O)CSC(=S)N2CCCC2)c1 the results were CHT inh inactive and KCNQ2 block inactive.
Screening Cc1nc2ccccc2cc1C(=O)N/N=C/c1ccccc1[N+](=O)[O-] returned CHT inh inactive and KCNQ2 block inactive.
Screening O=C(c1cccc2nccnc12)N1CCCC(Nc2ccc(F)c(F)c2)C1 (configuration not stated) returned CHT inh inactive and KCNQ2 block inactive.
Screening O=c1ccc2ccccc2o1 returned CHT inh inactive and KCNQ2 block inactive.
Screening O=C(CCc1nc(-c2ccc(Cl)cc2)no1)NC1CCCCC1 returned CHT inh inactive and KCNQ2 block inactive.
Screening CC1Cc2ccccc2N1S(=O)(=O)c1cccc(C(=O)OCC(=O)NC2CCS(=O)(=O)C2)c1 (configuration not stated) returned CHT inh inactive and KCNQ2 block inactive.
`Clc1ccc(OCCSCc2nc3ccccc3[nH]2)cc1` gave CHT inh inactive and KCNQ2 block inactive.
`OCC(CO)(CO)NCC(O)CN1c2ccccc2Sc2ccccc21` (configuration not stated) gave CHT inh inactive and KCNQ2 block inactive.
`COc1ccc(-c2[nH]c(-c3ccc4c(c3)OCO4)nc2-c2ccccc2)cc1` gave CHT inh inactive and KCNQ2 block inactive.
For O=C(Nc1ccc(Br)cc1)c1ccc2c(c1)OCO2 the results were CHT inh inactive and KCNQ2 block inactive.
`CCC(C)c1ccccc1N1CC(C(=O)NCCc2ccc(OC)c(OC)c2)CC1=O` (configuration not stated) gave CHT inh inactive and KCNQ2 block inactive.
C=CCOC(=O)Nc1c(C(=O)OC)[nH]c2ccc(Cl)cc12 was read as CHT inh inactive and KCNQ2 block inactive.
CCc1ccccc1NCC(=O)Nc1ccccc1C(=O)OC was read as CHT inh inactive and KCNQ2 block inactive.
Screening O=c1c2c(nc3n1CCCCC3)-c1ccccc1CC21CCCCC1 returned CHT inh inactive and KCNQ2 block inactive.
`COc1ccc(CN(C)C(=O)c2cccc(NS(=O)(=O)c3ccccc3)c2)cc1F` gave CHT inh inactive and KCNQ2 block inactive.
Screening COc1ccc(N2CCN(Cc3nc4ccsc4c(=O)[nH]3)CC2)cc1 returned CHT inh inactive.
CCN1CCN(c2c(/C=C3\SC(=S)N(Cc4ccco4)C3=O)c(C)c(C#N)c(=O)n2C)CC1 was read as CHT inh inactive and KCNQ2 block -7.74*.
CC(C)C(=O)Nc1c(-c2ccccc2Cl)c(=O)c2ccccc2n1C was read as CHT inh inactive and KCNQ2 block inactive.
CC(=O)c1sc(C(C)(C)C)cc1NC(=O)CCC(=O)O was read as CHT inh inactive and KCNQ2 block inactive.
CCCCc1noc(-c2c(-c3ccccc3Cl)noc2C)n1 was read as CHT inh inactive and KCNQ2 block inactive.
O=C(Nc1ccccc1)c1ccco1 was read as CHT inh inactive and KCNQ2 block inactive.
COc1ccc(C2=NS(=O)(=O)N(C)C(C(=O)NCc3ccc(F)cc3)=C2)cc1OC was read as CHT inh inactive and KCNQ2 block inactive.
`CC1=NN(c2ccccc2)C(=O)/C1=C\C=C1\N(C)c2ccccc2C1(C)C` gave CHT inh inactive and KCNQ2 block inactive.
CN(C)/C=C/c1oc2ccc(O)cc2c1[N+](=O)[O-] was read as CHT inh inactive and KCNQ2 block inactive.
For COCCNC(=O)CCCn1c(=O)c2cc(OC)c(OC)cc2n(CC(=O)c2ccccc2)c1=O the results were CHT inh inactive and KCNQ2 block inactive.
CCOC(=O)CC1COCCN1C(=O)c1cc(COc2ccc(F)cc2Cl)on1 (configuration not stated) was read as CHT inh inactive and KCNQ2 block inactive.
For COc1ccc(NC(=O)CSc2n[nH]c(-c3ccncc3)n2)c([N+](=O)[O-])c1 the results were CHT inh inactive and KCNQ2 block inactive.
For CC(=O)c1ccc(NC(=S)N(Cc2ccccc2)C(C)C2CC2)cc1 (configuration not stated) the results were CHT inh inactive and KCNQ2 block inactive.
`COc1ccc(-n2c(N)c(C(=O)NCc3ccco3)c3nc4ccccc4nc32)cc1` gave CHT inh inactive and KCNQ2 block inactive.
CCn1c(NCc2ccc(N(C)C)cc2)nc2ccccc21 was read as CHT inh inactive and KCNQ2 block inactive.
Screening COc1ccc(-c2ccc([C@H]3[C@H]4C=CC[C@@H](C)[C@@H]4C(=O)N3Cc3ccccc3)c(F)c2)cc1C returned CHT inh inactive and KCNQ2 block inactive.
O=C(CCN1CCCCCC1)Nc1ccc(F)c(F)c1 was read as CHT inh inactive and KCNQ2 block inactive.
For Cc1ccc(S(=O)(=O)c2nc(S(C)(=O)=O)sc2NCC2CCCO2)cc1 (configuration not stated) the results were CHT inh inactive and KCNQ2 block inactive.
`COc1ccc(-c2cn3cccnc3n2)cc1NS(=O)(=O)c1ccccc1` gave CHT inh inactive and KCNQ2 block inactive.
`Cc1ccc(CNS(=O)(=O)c2ccc3c(c2)n(C)c(=O)n3C)cc1` gave CHT inh inactive and KCNQ2 block inactive.
CCOc1ccccc1C(=O)N[C@H](C(=O)Nc1cc(S(=O)(=O)N(C)C)ccc1OC)C(C)C was read as CHT inh inactive and KCNQ2 block inactive.
For CCc1nc(N2CCN(C(C)=O)CC2)c2c3c(sc2n1)CC(C(C)(C)C)CC3 (configuration not stated) the results were CHT inh inactive and KCNQ2 block inactive.
`CN1CCN(c2ccc(CNS(=O)(=O)c3cccc(F)c3)cc2)CC1` gave CHT inh inactive and KCNQ2 block inactive.
`Nc1ncnc2c1ncn2[C@@H]1O[C@H](CO)C[C@H]1O` gave CHT inh inactive and KCNQ2 block inactive.
CC[C@@H](C)[C@@H](C(=O)N1CCN(C(=O)OC(C)(C)C)CC1)n1cc(CCCN=C(NC(=O)OC(C)(C)C)NC(=O)OC(C)(C)C)nn1 was read as CHT inh inactive and KCNQ2 block inactive.
For O=C(NCC1CCCO1)C1CCN(C2CCN(C(=O)C3CCCCC3)CC2)CC1 (configuration not stated) the results were CHT inh inactive and KCNQ2 block inactive.
For Cc1ccc(C(=O)Oc2ccc(Br)cc2C(=S)N2CCOCC2)cc1 the results were CHT inh inactive and KCNQ2 block inactive.
For O=S(=O)(c1ccc(Oc2ccc(-c3nnco3)cc2)nc1)N1CCC(Cc2ccccc2)CC1 the results were CHT inh inactive and KCNQ2 block inactive.
CSc1ccccc1OCc1cc(C(=O)N(C)Cc2ccncn2)no1 was read as CHT inh inactive and KCNQ2 block inactive.
Screening O=C(N/N=C/c1c[nH]c2ccccc12)c1cc(-c2cccc3ccccc23)n[nH]1 returned CHT inh inactive and KCNQ2 block inactive.
For CN1CCN(c2ccc(NC(=O)c3ccccc3Br)cc2)CC1 the results were CHT inh inactive and KCNQ2 block inactive.
For COc1ccc(CNC(=S)NCc2ccc(F)cc2)cc1 the results were CHT inh inactive and KCNQ2 block inactive.

Arranged by molecular weight (smallest number first): seven of the compounds above.
`CN1CCN(c2ccc(CNS(=O)(=O)c3cccc(F)c3)cc2)CC1` gave CHT inh inactive and KCNQ2 block inactive.
CSc1ccccc1OCc1cc(C(=O)N(C)Cc2ccncn2)no1 was read as CHT inh inactive and KCNQ2 block inactive.
For CN1CCN(c2ccc(NC(=O)c3ccccc3Br)cc2)CC1 the results were CHT inh inactive and KCNQ2 block inactive.
Screening O=C(N/N=C/c1c[nH]c2ccccc12)c1cc(-c2cccc3ccccc23)n[nH]1 returned CHT inh inactive and KCNQ2 block inactive.
For Cc1ccc(C(=O)Oc2ccc(Br)cc2C(=S)N2CCOCC2)cc1 the results were CHT inh inactive and KCNQ2 block inactive.
For O=S(=O)(c1ccc(Oc2ccc(-c3nnco3)cc2)nc1)N1CCC(Cc2ccccc2)CC1 the results were CHT inh inactive and KCNQ2 block inactive.
CC[C@@H](C)[C@@H](C(=O)N1CCN(C(=O)OC(C)(C)C)CC1)n1cc(CCCN=C(NC(=O)OC(C)(C)C)NC(=O)OC(C)(C)C)nn1 was read as CHT inh inactive and KCNQ2 block inactive.
